Bioassay records deposited in PubChem BioAssay by The Scripps Research Institute Molecular Screening Center.
OXTR potentiate: potentiators of human oxytocin receptor; CHO-OTR cells, Fluo-8 calcium fluorescence, potentiator mode; 0% = oxytocin EC15, 100% = EC100; AID 2445; 320,000 tested, 0.061% active; P30559; activation, % at 3 µM;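 active = activation above that plate's cutoff, the mean activation of tested compounds plus 3 SD, cut at about 6.6% in these data, passing the limit was not always enough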;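 note: 100% uses oxytocin at 75 nM as the full agonist control; some results filed as inactive read as strong as hits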
Target sequence (P30559 whole entry, looked up): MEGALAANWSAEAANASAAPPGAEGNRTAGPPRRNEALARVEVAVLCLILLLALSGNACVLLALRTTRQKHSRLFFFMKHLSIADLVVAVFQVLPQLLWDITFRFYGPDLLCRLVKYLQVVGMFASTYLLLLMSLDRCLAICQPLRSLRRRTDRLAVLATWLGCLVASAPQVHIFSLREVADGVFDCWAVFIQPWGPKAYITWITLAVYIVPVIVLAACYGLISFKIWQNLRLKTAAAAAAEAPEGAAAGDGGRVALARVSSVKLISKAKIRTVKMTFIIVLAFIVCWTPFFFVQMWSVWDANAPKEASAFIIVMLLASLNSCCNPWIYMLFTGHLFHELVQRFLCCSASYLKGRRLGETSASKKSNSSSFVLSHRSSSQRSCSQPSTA
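Dosing: Single dose, 3.0 µM nominal final compound concentration | Material: Human OTR in CHO cells | Technique: Kinetic Fluo-8 calcium fluorescence | Benchmarks: EC15 oxytocin alone as 0%, 75 nM oxytocin as 100% | Probe or stimulus: Oxytocin at about EC15, sub-maximal agonist stimulus | Incubation: Compound 6 min at room temperature before oxytocin, 100 s read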
TAAR1 antag: antagonists of human TAAR1; inhibition, % at 3 µM; Q96RJ0; 360,000 tested, 1.5% active; CHO RD-HGA16 TAAR1, Fluo-8 calcium fluorescence, antagonist;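 active = inhibition above a per-plate cutoff, the mean inhibition of test compounds on that plate plus 3 SD, cut at about 49% in these data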;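 note: 0% = DMSO plus EC80 beta-PEA response and 100% = DMSO alone without agonist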
Target sequence (Q96RJ0 whole entry, looked up): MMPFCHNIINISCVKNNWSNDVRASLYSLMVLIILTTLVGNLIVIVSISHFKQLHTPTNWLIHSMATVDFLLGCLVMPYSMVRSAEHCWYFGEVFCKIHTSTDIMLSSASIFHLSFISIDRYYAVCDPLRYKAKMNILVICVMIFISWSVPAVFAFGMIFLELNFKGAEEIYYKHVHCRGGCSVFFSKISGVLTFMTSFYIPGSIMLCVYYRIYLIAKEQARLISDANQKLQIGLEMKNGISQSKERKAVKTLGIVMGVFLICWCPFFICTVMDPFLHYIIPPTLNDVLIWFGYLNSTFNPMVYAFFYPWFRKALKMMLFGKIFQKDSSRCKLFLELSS
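System: RD-HGA16 CHO cells with stable hTAAR1 and Gα16 | Probe or stimulus: EC80 β-phenethylamine stimulus | Dosing: 3 µM, single point | Times: Dye loading 75 min at 37 °C, then 30 min room temperature | Measured by: Fluo-8 calcium-sensitive fluorescence | Read-out basis: % inhibition of agonist calcium response | Replicates: n of 1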
V1aR counter: activates human V1a receptor in oxytocin agonist counter-screen; CHO-V1R cells, Fluo-8 calcium fluorescence, agonist mode; 0% DMSO, 100% 3 nM vasopressin; activation, % at 3 µM; 320,000 tested, 0.25% active;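 active = activation above the mean activation of all tested compounds plus 3 SD, per screening run, cut at about 20% in these data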;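 note: signal is peak over basal fluorescence ratio across a 100 second FLIPR read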
OXTR agonist: human OXTR agonism | CHO-OTR cells, Fluo-8 calcium fluorescence; normalized: DMSO 0%, oxytocin 100% | P30559 | activation, % at 3 µM | 320,000 tested, 0.32% active;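 active = activation above the mean of all tested compounds plus 3 SD, cutoff set per screening run, cut at about 20% in these data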;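 note: peak over basal fluorescence ratio from a 100 s FLIPR kinetic read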
CHO-K1 Ca PAM: nonselective activator or artifact in parental CHO-K1 calcium assay. ATP EC20, Fluo-8 calcium fluorescence; 0% at ATP EC20, 100% at ATP max. activation, % at 3 µM. 360,000 tested, 0.02% active;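 active = activation above the run cutoff, the mean activation of all test compounds plus 3 SD, cut at about 40% in these data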;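 note: peak over basal fluorescence ratio in a 140 s read after ATP addition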
CHO parental Ca: counter-screen: ATP calcium response change in parental CHO cells | inhibition, % at 5.6 µM | 330,000 tested, 0.63% active | parental CHO-K1, ATP-induced calcium, Fluo-8 fluorescence;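 active = inhibition above that plate's mean sample inhibition plus 3 SD, cut at about 26% in these data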;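 note: 0% = ATP-challenged DMSO wells and 100% = DMSO wells without ATP; some compounds past the cut are filed as inactive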
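Material: Parental CHO cells | Reagent: ATP | Compound dosing: Single nominal dose of 5.6 µM per compound | Detection: Intracellular calcium via Fluo-8 no-wash fluorescent dye | Read-out: % inhibition of ATP-induced calcium mobilization | Benchmarks: Low control ATP plus DMSO, high control DMSO only | Replicates: Singlicate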
GPR7 antag: human neuropeptides B/W receptor 1 antagonism | inhibition, % at 4.4 µM | 290,000 tested, 1.1% active | GPR7-expressing cells, fluorescence antagonist assay | P48145 | AID 1861; in the data active = inhibition above about 16%, passing the limit was not always enough;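 note: cells stimulated with the agonist NPW; 0% = agonist with vehicle and 100% = vehicle without agonist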
Target sequence (P48145 whole entry, looked up): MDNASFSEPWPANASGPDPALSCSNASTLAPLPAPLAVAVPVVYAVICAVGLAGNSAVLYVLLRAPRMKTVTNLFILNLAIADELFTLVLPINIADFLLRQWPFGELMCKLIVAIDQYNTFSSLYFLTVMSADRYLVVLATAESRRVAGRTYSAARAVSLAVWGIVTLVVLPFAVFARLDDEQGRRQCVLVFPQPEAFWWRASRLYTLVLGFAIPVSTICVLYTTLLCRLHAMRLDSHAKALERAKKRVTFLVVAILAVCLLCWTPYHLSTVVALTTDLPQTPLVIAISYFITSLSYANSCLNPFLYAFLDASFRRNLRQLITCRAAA
CHO-K1 Ca antag: nonselective inhibitor or artifact in parental CHO-K1 cells; ATP-induced calcium, Fluo-8 fluorescence; inhibition, % at 3 µM; AID 602250; 360,000 tested, 0.6% active;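 active = inhibition above a per-plate cutoff, the plate's mean sample inhibition plus 3 SD, cut at about 24% in these data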;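 note: 0% = DMSO plus EC80 ATP and 100% = DMSO alone without ATP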
CHO-K1 Ca ag: nonselective activator or artifact in parental CHO-K1 cells. Fluo-8 calcium fluorescence; scaled to maximal ATP response, vehicle zero. activation, % at 3 µM. 360,000 tested, 0.48% active. AID 602248; in the data active = activation above about 15%;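 note: untransfected CHO-K1 host cells lacking M1 receptor as counterscreen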
* hit, by the source's call; . = no result given; & = joins results of further samples.

Compound	OXTR potentiate	CHO-K1 Ca antag	TAAR1 antag	V1aR counter	GPR7 antag	CHO parental Ca	CHO-K1 Ca PAM	CHO-K1 Ca ag	OXTR agonist
CN1CCc2nc(SCCOc3ccccc3)c(C#N)cc2C1	-9	-5	6	-0.1	-4	-11	15	1.4	-1.0
COc1ccc(OCCSc2nnc3c(Cl)cc(Cl)cn23)cc1	7	-13	-14	-0.6	-3	-5	22	1.1	0.1
COc1cc(OC)c(NC(=O)c2cccc(F)c2)cc1Cl	1	-4	15	-0.7	9	-1	23	1.5	-0.6
CN(C(=O)c1ccc(N2CCCCC2)c([N+](=O)[O-])c1)C1CCS(=O)(=O)C1 (stereo not drawn)	-3	-11	-2	1.9	.	5	8	0.5	0.1
Cc1ccc2nc(/C(C#N)=C\c3ccc(N4CCCCC4)c([N+](=O)[O-])c3)[nH]c2c1	-9	-6	1	0.3	6	-9	-1	0.3	0.2
COc1ccc(OC)c(Nc2nc(N)c([N+](=O)[O-])c(NC3CCCCC3)n2)c1	-11	6	-14	0.6	6	-2	8	0.1	-0.5
O=[N+]([O-])c1ccc(N=Nc2c(O)[nH]c3ccc(F)cc23)cc1	-2	-1	-16	1.3	-3	2	11	6.1	0.7
N#Cc1c(-c2ccccc2)cc(-c2ccc(O)cc2)nc1N	-22	-4	31	2.3	4	-14	-11	0.5	1.5
CS(=O)(=O)Nc1cccc(C2=NN(C(=O)c3ccco3)C(c3cccs3)C2)c1 (stereo not drawn)	-4	1	-7	1.9	-13	-24	28	2.1	0.2
O=C(C[C@@H]1C/C=C\CC[C@@H](Cc2ccc(F)cc2)C(=O)OC[C@@H]2CCCN2C1=O)N[C@H](CO)Cc1ccccc1	-7	-9	-11	2.4	.	-4	-6	1.4	2.0
O=C(NC1CCCC1)c1ccc(CS(=O)(=O)c2ccc(Br)cc2)o1	1	-14	2	0.2	0	-12	8	0.5	1.0
CCOC(=O)CC1COCCN1C(=O)c1cc(COc2ccc(F)c(F)c2)on1 (stereo not drawn)	-14	0	-2	6.7	11	-2	-4	3.3	6.8
Cc1ccc(C(=O)/C=C/Nc2ccc3c(c2)OCO3)cc1	-3	-6	-11	0.5	-3	-27	19	0.8	-0.9
CCN([C@H](CO)CC(C)C)S(=O)(=O)c1ccccc1	.	0	3	.	.	-4	9	0.3	.
C/C(=N\N1CCN(Cc2ccc(Cl)cc2)CC1)c1ccc(F)cc1	-9	-8	-34	1.1	-9	-11	3	0.2	0.0
Cc1ccc(NC(=O)C2C3C=CC4(O3)C2C(=O)N(CCCN2CCCC(C)C2)C4C(=O)NC2CCCCC2)cc1 (stereo not drawn)	-7	-9	-9	0.0	1	-16	-2	-0.2	-0.3
COc1cccc(NC(=O)c2cccc(C(=O)Nc3cccc(OC)c3)n2)c1	-9	-1	-13	-1.3	-7	-27	-8	-0.5	-1.0
Cn1c(=O)c2cn(-c3cccc4ccccc34)cc2n(C)c1=O	-4	-9	-1	-0.2	.	-18	19	0.3	-2.2
CCC(C)C(NC(=O)c1ccccc1)C(=O)Nc1ccc(S(=O)(=O)Nc2cc(C)nc(C)n2)cc1 (stereo not drawn)	1	3	-10	0.2	.	-4	-20	-0.5	0.2
CN(C)CCc1c[nH]c2ccc(Cn3cncn3)cc12	-5	.	.	-0.1	.	-2	.	.	0.2
O=C(NCc1ccc(F)cc1)c1cccc(S(=O)(=O)N2CCOCC2)c1	-3	-9	-8	0.5	.	-8	6	1.7	-0.6
Oc1ccccc1-c1nc(NCCN2CCOCC2)c2ccccc2n1	-2	8	33	2.5	7	-6	2	3.9	2.3
CC(C(=O)Nc1ccccc1-c1ccccc1)N1CCN(Cc2ccccc2)CC1 (stereo not drawn)	-3	11	-14	-0.2	-9	-23	-9	-0.6	-2.6
CC(C)c1nc2cc(C(=O)N3CCN(c4cnccn4)CC3)ccc2o1	6	-5	-15	0.3	-4	1	13	0.6	0.5
O=C(CSC(=S)N1CCCC1)c1ccccc1	-12	-4	-8	-0.4	7	2	-18	-0.1	-0.7

Single entries from the results shown.
In V1aR counter, `Oc1ccccc1-c1nc(NCCN2CCOCC2)c2ccccc2n1` shows 2.5
In CHO-K1 Ca ag, `CN(C(=O)c1ccc(N2CCCCC2)c([N+](=O)[O-])c1)C1CCS(=O)(=O)C1` (stereo not drawn) shows 0.5

Next section:
Compound	OXTR potentiate	CHO-K1 Ca antag	TAAR1 antag	V1aR counter	GPR7 antag	CHO parental Ca	CHO-K1 Ca PAM	CHO-K1 Ca ag	OXTR agonist
CCC(C)NC(=O)c1cc(C)no1 (stereo not drawn)	-10	-4	8	1.2	-4	-2	12	0.3	0.1
Cc1cccc(CCNS(=O)(=O)c2ccc3c(c2)NC(=O)C(C)S3)c1 (stereo not drawn)	-3	-4	4	2.8	-5	-16	14	4.2	1.4
CCOC(=O)C(NC(=O)c1ccccc1F)(Nc1cc(C)on1)C(F)(F)F (stereo not drawn)	-8	-8	-8	-0.4	2	-4	21	0.8	-1.4
Cc1ccc(CS(=O)(=O)c2ccccc2-c2nnc(-c3ccc(Cl)cc3)o2)cc1	-7	-3	16	0.1	-6	-29	4	-0.1	-0.9
N=c1c[n+](-c2ccc(Cl)cc2)[n-]o1	-7	-3	-6	-1.4	-14	-7	1	-0.2	-1.7
Cc1ccc(NC(=O)C[n+]2ccccc2)cc1[N+](=O)[O-]	-5	-3	7	0.6	10	1	-1	-0.3	-0.3
Cc1ccc(Oc2nc(-c3cccnc3)nc3ccccc23)c([N+](=O)[O-])n1	-6	-5	-4	-0.7	2	-15	-2	0.2	0.6
CCOC(=O)CC1=NN(c2ccccc2)C(=O)/C1=C\c1ccc(OC)cc1OC	-2	16	37	0.4	-5	-3	-15	-0.1	1.6
CC/C(=N\NC(=O)c1c[nH]c2ccccc12)c1cccs1	-3	0	1	1.7	-4	-1	10	0.0	-0.4
CC(C)CNC(=S)NC1CC2CCCC(C1)N2Cc1cccs1 (stereo not drawn)	-8	-16	-14	0.6	-5	1	3	2.8	2.3
CCN(CC)c1ccc(Nc2nc(Cl)ncc2Br)cc1	-19	-19	-3	-0.8	-13	-11	3	-1.0	-1.0
C=CCSc1nc2c(c(=O)[nH]c(=O)n2C)n1C/C=C(/C)Cl	-14	-6	-14	0.1	-5	-5	7	0.1	-1.4
Cc1ccccc1CNC(=O)CCC(=O)N1CCOc2ccccc21	-1	-12	-21	0.4	16	-1	32	0.7	-0.1
CC(C)C(C(=O)N1CCOCC1)N1C(=O)c2ccccc2C1=O (stereo not drawn)	7	-15	13	1.0	-12	-2	5	0.7	1.1
N#CC1(C#N)C(c2ccccc2)OC23CCCCC2C1(C#N)C(=N)O3 (stereo not drawn)	5	-12	19	2.9	1	-2	24	1.3	3.1
O=C(COC(=O)CCSc1ccccc1)Nc1ccc(F)cc1Cl	-8	-6	-5	0.5	-5	-15	17	1.1	-0.7
Cc1ccccc1Cc1c(C)nc2ncnn2c1C	3	-3	-1	-0.1	-3	-9	19	7.7	0.2
CCN(CC)CCN(C(=O)CCOc1ccccc1)c1nc2ccc(F)cc2s1	4	-10	-2	0.8	-9	-5	23	0.6	1.1
O=[N+]([O-])c1ccc(CN2CCOCCOCCOCC2)cc1	-4	-18	14	0.7	2	-1	12	1.6	-1.0
COc1ccc(NC(=S)NCCc2ccc(Cl)cc2)c(OC)c1	-13	-9	11	-0.6	8	-23	11	0.2	-1.7
O=C(NCCCN1CCOCC1)C1CCC(=O)N1C1CCCCC1 (stereo not drawn)	-3	-7	8	0.0	-8	-3	5	0.3	0.4
Cc1cc(C)c(C#N)c(SCC(=O)N2CCCCC2)n1	-7	-2	19	-0.2	-14	9	17	0.3	-0.4
COc1ccc(C(=O)COC(=O)c2cc3ccccc3oc2=O)c(OC)c1	5	-3	-1	-0.1	.	-12	1	0.8	-1.8
COc1ccc(CCCC(=O)O)c(C)c1	-12	7	0	0.2	-7	-2	-8	-0.1	-0.3
O=C(NCCCN1CCOCC1)c1ccc2c(c1)N(Cc1cccc(F)c1)C(=O)c1ccccc1S2	-8	-11	-1	5.6	24*	-15	12	-0.3	2.7
CCOc1ccc(N2CC(C(=O)NC3CCSC3=O)CC2=O)cc1 (stereo not drawn)	-3	8	-5	-0.5	-5	3	-1	-0.4	-0.5
COc1ccccc1-c1noc(-c2ccccc2)n1	-8	-9	2	-1.1	-2	-1	12	-0.4	-2.0
CCOCC(=O)Nc1nc2ccc(OCC)cc2s1	-6	2	12	1.1	8	-8	4	1.5	0.5
O=C(c1ccc2c(c1)OCO2)N(c1ccc(Br)cc1)C1C=CS(=O)(=O)C1 (stereo not drawn)	-2	5	-1	0.9	3	-13	6	6.8	-0.6
COc1ccc(S(=O)(=O)N2CCCCCC2)cc1C(=O)OCC(=O)NC1CCS(=O)(=O)C1 (stereo not drawn)	-2	3	15	-0.1	.	1	-8	0.7	-0.1
O=C(N[C@@H]1C/C=C\C[C@H](CC(=O)N(CCO)Cc2ccccc2)C(=O)NC[C@@H](c2ccccc2)OC1=O)OCC1c2ccccc2-c2ccccc21	-7	-7	-3	1.3	.	-19	10	-0.1	-0.8
COC(=O)Nc1ccc2c(c1)N(C(=O)CCN1CCN3CCCC3C1)c1ccccc1CC2 (stereo not drawn)	-8&2	3&-2	-1&-22	0.2&0.4	-4&-6	-11&-11	10&16	0.4&0.2	0.7&0.8
O=c1oc2c(CN3CCOCC3)c(O)ccc2c2ccccc12	-2	-11	13	-0.4	-3	-19	17	0.5	-0.2
CCCCNC(=S)NNC(=O)c1c(C)nc2ccccn12	-6	7	1	0.1	-11	1	-11	-0.3	-1.0
O=C1C(=O)N(Cc2ccncc2)C(c2cccc(O)c2)/C1=C(\O)c1ccc2c(c1)OCCO2 (stereo not drawn)	-6	0	-4	0.9	-16	2	-5	-0.2	-1.0
CCOc1ccc(CNC(=O)c2ccc(Sc3ccc(C)cc3)c(NC(C)=O)c2)cc1	0	-7	-5	2.8	12	-10	19	3.8	-1.5
CC(C)(C)NC(=O)CSc1nc2ccccc2c(=O)[nH]1	-7	-10	-16	0.1	-7	4	0	0.3	0.4
COc1ccc2c(c1OC)C(=O)OC2Nc1nc(-c2cc3cc([N+](=O)[O-])ccc3oc2=O)cs1 (stereo not drawn)	1	-9	-11	0.2	1	1	17	0.3	-1.4
O=C(O)C1=C[C@H](C2CC2)C[C@H](OCCCCO)O1	-13	-17	-18	0.1	-11	5	31	1.0	-0.1
